Screening results from PubChem.
PLAP act – human PLAP activation; P05187; purified PLAP enzyme, luminescent substrate read-out; hits give high values; activation fold at 20 µM; actives 1.2% (n = 96,000); in the data active = activation fold above about 2
Plk1 PBD FP – Plk1 (human) PBD binding inhibition; Plk1 PBD phosphopeptide binding, fluorescence polarization; inhibition, %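 (tested at about 20 µM)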; actives 0.13% (n = 97,000); AID 693; in the data active = inhibition above about 34%, passing the limit was not always enough
Target sequence (P53350 whole entry, looked up): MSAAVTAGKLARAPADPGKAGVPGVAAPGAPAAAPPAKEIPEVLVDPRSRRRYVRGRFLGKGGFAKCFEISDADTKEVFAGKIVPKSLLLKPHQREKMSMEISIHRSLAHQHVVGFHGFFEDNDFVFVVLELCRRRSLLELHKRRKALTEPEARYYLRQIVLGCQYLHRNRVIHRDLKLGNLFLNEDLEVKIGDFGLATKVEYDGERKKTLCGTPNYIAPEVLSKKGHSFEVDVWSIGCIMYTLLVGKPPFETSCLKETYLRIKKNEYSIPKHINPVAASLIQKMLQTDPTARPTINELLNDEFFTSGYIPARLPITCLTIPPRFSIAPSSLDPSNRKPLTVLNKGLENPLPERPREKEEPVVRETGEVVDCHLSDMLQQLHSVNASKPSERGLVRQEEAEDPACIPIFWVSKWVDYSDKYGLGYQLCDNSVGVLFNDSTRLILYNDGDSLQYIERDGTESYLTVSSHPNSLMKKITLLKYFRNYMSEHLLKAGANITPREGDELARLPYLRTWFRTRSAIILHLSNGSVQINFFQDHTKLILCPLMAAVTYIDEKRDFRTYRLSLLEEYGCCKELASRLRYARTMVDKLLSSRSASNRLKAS
CYP2C9 activ – CYP2C9 (human) activation | P11712 | recombinant CYP2C9, luciferin-H conversion, luminescence; hits give high values; factor 1 = untreated enzyme, 0 = blocked | activation factor at 5 µM | actives 1.4% (n = 96,000) | AID 1024;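 active = activation factor of 2 or more for CYP2C9 at a 5 µM dose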;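 also: 0 = sulfaphenazole-blocked wells and 1 = vehicle-only wells; values of inactives mirror those of a sister screen read the other way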
CYP2C19 inhib – human CYP2C19 inhibition; P33261; CYP2C19 Supersomes, luciferin-H EGE luminescence, 30 min; inhibition, % at 5 µM; actives 21% (n = 96,000);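 active = CYP2C19 inhibition above a set limit at 5 µM in the primary screen, cut at about 50% in these data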;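 also: plate controls were negative control wells for no effect and 2.5 mM tranylcypromine positive control for full effect; values of inactives mirror those of a sister screen read the other way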
Target sequence (P33261 whole entry, looked up): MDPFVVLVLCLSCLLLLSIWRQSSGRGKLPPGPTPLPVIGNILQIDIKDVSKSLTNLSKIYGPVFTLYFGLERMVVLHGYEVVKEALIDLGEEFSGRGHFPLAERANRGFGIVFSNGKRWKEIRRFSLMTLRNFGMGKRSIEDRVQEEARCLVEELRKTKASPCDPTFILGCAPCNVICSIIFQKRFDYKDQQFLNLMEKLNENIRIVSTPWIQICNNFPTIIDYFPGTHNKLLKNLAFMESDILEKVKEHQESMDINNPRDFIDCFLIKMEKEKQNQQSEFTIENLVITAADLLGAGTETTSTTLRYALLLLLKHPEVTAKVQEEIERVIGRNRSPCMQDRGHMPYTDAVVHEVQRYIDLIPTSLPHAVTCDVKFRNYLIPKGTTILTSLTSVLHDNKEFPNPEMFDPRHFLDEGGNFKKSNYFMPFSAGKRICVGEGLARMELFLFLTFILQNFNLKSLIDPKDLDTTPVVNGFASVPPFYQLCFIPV
Rev-RRE block – disrupts HIV-1 Rev binding to RRE RNA | P05866 | Rev peptide-RRE RNA binding, FRET | inhibition, % at 8 µM | actives 0.79% (n = 97,000);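 active = inhibition above the screen-wide mean plus 3 SD, cut at about 35% in these data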;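 also: 0% = median DMSO wells and 100% = median Neomycin B control wells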
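Material: labelled RRE RNA duplex and labelled Rev peptide / Buffer or medium: HEPES pH 7.5 salt buffer with EDTA / Compound dosing: single point, 8 µM final nominal compound concentration / Benchmarks: DMSO low control, neomycin B high control / Timing: 5 min preincubation and 15 min binding, 25 °C / Technique: FRET fluorescence readout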
CYP2C9 inh – blocks human cytochrome P450 2C9. actives 20% (n = 96,000). CYP2C9 Supersomes, luciferin-H conversion, luminescence. P11712. inhibition, % at 5 µM;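 active = blocking of liver enzyme CYP2C9 beyond about 50% at 5 µM, limit read from the data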; also: values of inactives mirror those of a sister screen read the other way
EphB4 ephrin blk – EphB4-ephrin-B2 interaction antagonism. P54760. EphB4 LBD / TNYL-RAW-Alexa532 peptide, fluorescence polarization. inhibition, % at 7 µM. actives 0.15% (n = 97,000). AID 720;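 active = inhibition above the screen-wide mean inhibition plus 3 SD, cut at about 15% in these data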;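 also: 0% = DMSO wells and 100% = excess unlabeled TNYL-RAW peptide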
CYP2C19 act – activators of human cytochrome P450 2C19; P33261; AID 1025; 96,000 tested, under 10 active; recombinant CYP2C19, luciferin-H EGE luminescence; hits give high values; 0 = fully inhibited enzyme, 1 = untreated enzyme; activation factor at 5 µM;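 active = activation factor of at least 2 at 5 µM in the primary screen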;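 also: 0 = wells with 2.5 mM tranylcypromine and 1 = vehicle-only wells; values of inactives mirror those of a sister screen read the other way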
PLK1 inh – PLK1 (human) kinase inhibition | P53350 | inhibition, % at 10 µM | actives 0.53% (n = 97,000) | recombinant PLK1 kinase, TR-FRET peptide phosphorylation | AID 619;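 active = inhibition of 50% or more in the single-concentration screen; inactive = inhibition below 50%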;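 also: 0% = DMSO max control and 100% = H-89 dihydrochloride min control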
* = called active by the depositor; · = not tested or not shown; [ ] = remark or other dose.

SMILES | PLAP act | Plk1 PBD FP | CYP2C9 activ | CYP2C19 inhib | Rev-RRE block | CYP2C9 inh | EphB4 ephrin blk | CYP2C19 act | PLK1 inh
O=C(Nc1nc2n(n1)C(c1ccccc1)C=C(c1ccccc1)N2)c1ccco1 (stereo unspecified) | 2.9* | -18 | 0.3 | 31 | 46* | 73* | -7 | 0.7 | -9
COc1cccc(-c2nn(C)c3sc(C(=O)NCc4ccccn4)cc23)c1 | 1 | · | 0.5 | 13 | · | 50 | · | 0.9 | ·
CCCOC1(NC(=O)c2ccccc2)C(C)=CC(=O)C=C1C | 0.9 | 17 | 1.1 | 26 | 0 | -9 | -1 | 0.7 | -4
CCN(CC)C(=O)N1CCC(NC(=O)c2ccc(C(C)(C)C)cc2)CC1 | 1.3 | 2 | 1.3 | -2 | -4 | -26 | -2 | 1 | -11
Cc1cccc(NC(=O)COc2ccc3oc4c(c3c2)CCCC4)n1 | 1.7 | -27 | 0.1 | 51* | 4 | 85* | 0 | 0.5 | -6
Clc1ccccc1Sc1cnc2ccccc2n1 | 1 | -15 | 1 | 16 | 6 | 4 | -3 | 0.8 | -8
CCOC(=O)c1c(C)[nH]c(C(=O)C(C)OC(=O)c2cccc(OCc3c(C)noc3C)c2)c1C (stereo unspecified) | 1.4 | 18 | 0.1 | 79* | 5 | 90* | -3 | 0.2 | -8
O=C(CSc1nc2c(c(=O)n1-c1ccc(Br)cc1)SCC2)NCc1ccco1 | 0.9 | -6 | 0.6 | 35 | 6 | 35 | -3 | 0.7 | -13
Cc1nnc2n(-c3ccccc3)c(=O)c3c4c(sc3n12)COC(C)(C)C4 | 1 | · | 1.1 | -7 | · | -12 | · | 1.1 | ·
O=S(=O)(c1ccc(Cl)cc1)N1CCN(Cc2c[nH]c3ccccc23)CC1 | 1.1 | -6 | 0.8 | 16 | 4 | 17 | -5 | 0.8 | -11
COCCn1c(C)cc(C(=O)COC(=O)c2c(C)nn(Cc3ccccc3)c2C)c1C | 1.3 | -18 | 0.9 | 61* | -3 | 14 | -9 | 0.4 | -1
O=c1[nH]c2c(c3c1CCCC3)CCCC2 | 0.9 | 0 | 1.1 | 4 | 1 | -5 | 8 | 1 | 7

Continued; the last 3 above are carried over.
SMILES | PLAP act | Plk1 PBD FP | CYP2C9 activ | CYP2C19 inhib | Rev-RRE block | CYP2C9 inh | EphB4 ephrin blk | CYP2C19 act | PLK1 inh
O=S(=O)(c1ccc(Cl)cc1)N1CCN(Cc2c[nH]c3ccccc23)CC1 | 1.1 | -6 | 0.8 | 16 | 4 | 17 | -5 | 0.8 | -11
COCCn1c(C)cc(C(=O)COC(=O)c2c(C)nn(Cc3ccccc3)c2C)c1C | 1.3 | -18 | 0.9 | 61* | -3 | 14 | -9 | 0.4 | -1
O=c1[nH]c2c(c3c1CCCC3)CCCC2 | 0.9 | 0 | 1.1 | 4 | 1 | -5 | 8 | 1 | 7
COC(=O)CSC1=C(C#N)C(c2ccc(F)cc2)CC(=O)N1 (stereo unspecified) | 1.1 | 26 | 0.1 | 72* | 0 | 90* | -3 | 0.3 | 2
COc1cc(C2C(C(C)=O)=C(O)C(=O)N2CCc2c[nH]c3ccccc23)ccc1O (stereo unspecified) | 1.1 | -21 | 0.4 | -2 | 3 | 64* | 1 | 1 | 10
Fc1ccc(Cl)cc1/C=N/n1cnnc1SCc1ccccc1 | 0.8 | -14 | 0.9 | 66* | 0 | 9 | 1 | 0.3 | 23
O=C1c2oc3ccc(Br)cc3c(=O)c2C(c2cccc(F)c2)N1CCO (stereo unspecified) | 0.9 | -26 | 0.8 | 40 | 10 | 24 | 3 | 0.6 | -2
CC(C)Sc1nc(N)c2c3c(sc2n1)CN(C)CC3 | 1 | · | 1 | 31 | · | -3 | · | 0.7 | ·
Cc1nc2c(sc3nc4c(cc32)COC(C)(C)C4)c(=O)o1 | 1.5 | -12 | 0.3 | 16 | 7 | 72* | 8 | 0.8 | 3
CCOCCCN(C(=O)Nc1ccc(CC)cc1)C1CCN(C(C)=O)CC1 | 1.2 | · | 1 | 31 | · | 4 | · | 0.7 | ·
COc1cccc(OC)c1C(=O)n1nc(C)cc1C | 1.1 | -15 | 1.2 | 2 | 6 | -23 | -7 | 1 | -8
O=C1c2cccc3c(N4CCCCC4)ccc(c23)C(=O)N1c1ccc(Cl)cn1 | · | -91 | · | · | 121*[fluorescence artefact?] | · | -4 | · | -20
O=C(N/N=C/c1ccc([N+](=O)[O-])cc1)c1ccc2nc[nH]c2c1 | 1.2 | 6 | 0.8 | -8 | 2 | 21 | 14 | 1.1 | -6
Cn1cccc1Cc1nnc(SCC(=O)N2CCOCC2)n1CCc1ccccc1 | 1.2 | · | 0.8 | 3 | · | 20 | · | 1 | ·
CCOC(=O)c1cc2c(=O)n3cccc(C)c3nc2n(CCOC)c1=NC(=O)c1ccncc1 | · | -19 | · | · | 7 | · | 0 | · | -3
Cc1c(C(=O)OCC(=O)N(CCC#N)c2ccccc2)oc2c1ccc1ccccc12 | 1.5 | 15 | 1.7 | 18 | 1 | -75 | 3 | 0.8 | -8
O=C(Nc1ccc(Cl)cc1C(=O)Nc1ccccn1)c1ccco1 | 0.8 | 3 | 0.8 | -2 | 2 | 24 | -3 | 1 | -9
O=C(O)c1cc(S(=O)(=O)Nc2ccc3oc(=O)sc3c2)ccc1O | 1.1 | -20 | 0.1 | 23 | 3 | 85* | 2 | 0.8 | -6
COc1ccccc1C(=O)N/C(=C/c1ccc(Br)cc1)C(=O)NCCO | 1.2 | 12 | 0.7 | 16 | -1 | 27 | -2 | 0.8 | -11
CCOc1ccc2nc(NCCCO)[nH]c2c1 | · | -10 | · | · | 2 | · | -3 | · | -19
CCc1nnc(N2C(=O)c3cccc4cccc(c34)C2=O)s1 | 0.9 | 2 | 1.4 | -4 | 3 | -38 | -3 | 1 | -7
Cc1oc(-c2ccccc2)nc1CS(=O)CC(=O)O (stereo unspecified) | 1.3 | 12 | 0.9 | 10 | 7 | 12 | 3 | 0.9 | -6
COCCCNC(=O)C1CC(=O)N(c2ccc(C)cc2)C1 (stereo unspecified) | 1 | -7 | 1 | 6 | 0 | -2 | -9 | 0.9 | -10
O=C(CCCCCn1c(=O)[nH]c2ccccc2c1=O)NCCc1c[nH]c2ccccc12 | 1 | 12 | 0.4 | 72* | 3 | 64* | 3 | 0.3 | -11
O=C(CN1CCc2ccccc21)Nc1ccc2c(c1)OCO2 | 1.1 | -15 | 0.8 | 43 | 2 | 20 | 0 | 0.6 | -7
Cc1ccc(CN2CCN(C(=O)CCN3C(=O)c4ccccc4C3=O)CC2)cc1 | 1.2 | -10 | 0.8 | 7 | 5 | 21 | -3 | 0.9 | -15
CCc1cccc(NC(=O)NC2CCCCC2)c1 | 1.3 | 6 | 1.3 | -9 | -2 | -31 | 3 | 1.1 | -5
CC1(C)CC(=O)c2sc(N)nc2C1 | 0.8 | -5 | 0.9 | 24 | 6 | 13 | -6 | 0.8 | -10
Cc1csc2ncc(C(=O)Nc3ccc(C(F)(F)F)cc3)c(=O)n12 | 1 | · | 1.1 | -10 | · | -9 | · | 1.1 | ·
COc1ccc(CNC(=O)c2cccc3c2C(=O)N(Cc2cccnc2)C3)cc1 | 1 | · | 0.2 | 55* | · | 76* | · | 0.5 | ·
Cc1ccccc1C(=O)O/N=C/c1c(N2CCOCC2)n(C)c2ccccc12 | 0.9 | 1 | 0.1 | 30 | 9 | 88* | 2 | 0.7 | -12
CCOC(=O)N1CCC(C(N)=O)CC1 | 0.8 | 24 | 1.1 | 5 | 2 | -7 | -10 | 0.9 | -17
CC(C)C(=O)Nc1ccc(Nc2ccccc2)cc1 | 1 | -9 | 0.4 | 55* | 2 | 55* | 2 | 0.5 | -10
CN(C)C=Nc1ncc2c3ccccc3n(Cc3ccccc3)c2c1C#N | 1.1 | · | 0.8 | -2 | · | 23 | · | 1 | ·
O=C(Nc1ccc(Br)c2cccnc12)c1ccc(Cn2cc([N+](=O)[O-])cn2)o1 | 0.9 | 4 | 1.7 | 20 | 4 | -73 | -4 | 0.8 | -5
O=C(CCN1CCCCC1)NCC1OCCc2ccccc21 (stereo unspecified) | 0.9 | 4 | 1.1 | 86* | 5 | -9 | 2 | 0.1 | -10
Cc1ccc2ccccc2c1Cn1c(-n2ccnc2)nc2c1c(=O)n(C)c(=O)n2C | 1.5 | -14 | 0.5 | 58* | 2 | 47 | 3 | 0.4 | 3
c1csc(-c2nn3c(Cn4cnc5ccccc54)nnc3s2)c1 | 0.9 | 7 | 0.8 | 58* | 0 | 18 | 1 | 0.4 | -2
CCN(CC)S(=O)(=O)c1ccc(C(=O)OCn2nnc3ccccc3c2=O)cc1 | 1 | 6 | 0.2 | 20 | 18 | 78* | 6 | 0.8 | -11

Exported with the structure last: part of the list above
PLAP act,Plk1 PBD FP,CYP2C9 activ,CYP2C19 inhib,Rev-RRE block,CYP2C9 inh,EphB4 ephrin blk,CYP2C19 act,PLK1 inh,smiles
1,-9,0.4,55*,2,55*,2,0.5,-10,CC(C)C(=O)Nc1ccc(Nc2ccccc2)cc1
1,6,0.2,20,18,78*,6,0.8,-11,CCN(CC)S(=O)(=O)c1ccc(C(=O)OCn2nnc3ccccc3c2=O)cc1
0.8,-5,0.9,24,6,13,-6,0.8,-10,CC1(C)CC(=O)c2sc(N)nc2C1
1,·,1.1,-10,·,-9,·,1.1,·,Cc1csc2ncc(C(=O)Nc3ccc(C(F)(F)F)cc3)c(=O)n12
0.9,7,0.8,58*,0,18,1,0.4,-2,c1csc(-c2nn3c(Cn4cnc5ccccc54)nnc3s2)c1
0.9,4,1.7,20,4,-73,-4,0.8,-5,O=C(Nc1ccc(Br)c2cccnc12)c1ccc(Cn2cc([N+](=O)[O-])cn2)o1

Going on with the list:
SMILES | PLAP act | Plk1 PBD FP | CYP2C9 activ | CYP2C19 inhib | Rev-RRE block | CYP2C9 inh | EphB4 ephrin blk | CYP2C19 act | PLK1 inh
COc1ccc(N2C(=O)CC2(/C=C/c2ccccc2OC)C(=O)NC2CCCC2)cc1 (stereo unspecified) | · | 23 | · | · | 2 | · | -7 | · | -5
O=C1CCC(=O)N1CN(C(=O)c1ccco1)c1ccccc1 | 1.2 | 26 | 1 | 2 | 4 | 1 | -2 | 1 | 5
Cc1ccc(C)c(Cn2nnc3c(=O)[nH]c(C4CCCN(C(=O)CC(C)C)C4)nc32)c1 (stereo unspecified) | 1.6 | -20 | 0.2 | 61* | 9 | 79* | 3 | 0.4 | -18
CS(=O)(=O)N(CC(=O)NCc1ccco1)c1cc(C(F)(F)F)ccc1Cl | 0.9 | -4 | 0.9 | 25 | -1 | 10 | -2 | 0.7 | -10
COc1ccc(OC)c(NC(=O)CCN2CCN(Cc3ccccc3)CC2)c1 | 1.6 | 11 | 0.9 | 14 | 2 | 5 | -2 | 0.9 | -12
COC(=O)c1ccc(OC(=O)c2ccc(OCc3c(C)noc3C)c(OC)c2)cc1 | 0.9 | · | 0.9 | 1 | · | 12 | · | 1 | ·
COc1cccc(Oc2ccc(N)cc2)c1 | 0.8 | -16 | 1 | 64* | 5 | 5 | 6 | 0.4 | -8
CCOC(=O)CCCNC(=O)CCNC(=O)c1ccc(OC)cc1 | 0.9 | 15 | 1.5 | 18 | 5 | -51 | -4 | 0.8 | -4
O=C(CCN1C(=O)C2C3C=CC(C3)C2C1=O)Nc1ccc(F)cc1 (stereo unspecified) | 1.1 | -4 | 1.2 | 43 | 1 | -20 | -4 | 0.6 | 6
